Screening data as filed in PubChem.
CHT inh – human CHT choline transport inhibition | Q9GZV3 | CHT-expressing cells, membrane potential dye, choline response; hits give low values | B-score at 10 µM | 310,000 compounds, 0.86% hits;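 active = B-score over 3 SD under the library average, and starting fluorescence ratio not unusually high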;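 note: choline stimulus applied at its EC90 after an EC20 pre-addition; B-score computed on integrated fluorescence ratio after choline addition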
Target sequence (Q9GZV3 whole entry, looked up): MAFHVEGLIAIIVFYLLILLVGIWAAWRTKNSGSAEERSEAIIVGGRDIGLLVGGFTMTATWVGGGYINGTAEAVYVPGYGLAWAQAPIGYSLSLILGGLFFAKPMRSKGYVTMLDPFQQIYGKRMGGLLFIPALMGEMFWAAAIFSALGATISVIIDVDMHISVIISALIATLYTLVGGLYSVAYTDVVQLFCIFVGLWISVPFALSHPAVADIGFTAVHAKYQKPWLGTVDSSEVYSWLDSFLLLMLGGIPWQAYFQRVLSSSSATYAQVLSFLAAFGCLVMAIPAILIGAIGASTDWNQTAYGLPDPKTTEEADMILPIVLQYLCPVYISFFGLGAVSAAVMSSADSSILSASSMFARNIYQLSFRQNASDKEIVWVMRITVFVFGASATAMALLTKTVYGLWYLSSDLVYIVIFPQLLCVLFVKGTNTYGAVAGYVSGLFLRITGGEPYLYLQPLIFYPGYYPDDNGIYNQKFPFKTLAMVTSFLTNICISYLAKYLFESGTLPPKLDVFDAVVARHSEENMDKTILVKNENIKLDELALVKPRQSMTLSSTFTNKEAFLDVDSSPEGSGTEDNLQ
Kir21 inh – inhibitors of mouse Kir2.1 inward-rectifier potassium channel; P35561; 310,000 compounds, 0.85% hits; HEK293-Kir2.1, FluxOR thallium flux fluorescence; hits give low values; B-score at 10 µM;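 active = fluorescence ratio B-score at or below minus 3 SD of library scores, with starting-brightness B-score within 2 SD, cut at about -4.2 in these data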;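 note: channel flux triggered by added potassium and thallium sulfate stimulus; B-score of peak minus minimum fluorescence over baseline after thallium stimulus; more negative B-score means stronger Kir2.1 block with less thallium influx; some compounds called inactive have numbers as strong as hits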
Target sequence (P35561 whole entry, looked up): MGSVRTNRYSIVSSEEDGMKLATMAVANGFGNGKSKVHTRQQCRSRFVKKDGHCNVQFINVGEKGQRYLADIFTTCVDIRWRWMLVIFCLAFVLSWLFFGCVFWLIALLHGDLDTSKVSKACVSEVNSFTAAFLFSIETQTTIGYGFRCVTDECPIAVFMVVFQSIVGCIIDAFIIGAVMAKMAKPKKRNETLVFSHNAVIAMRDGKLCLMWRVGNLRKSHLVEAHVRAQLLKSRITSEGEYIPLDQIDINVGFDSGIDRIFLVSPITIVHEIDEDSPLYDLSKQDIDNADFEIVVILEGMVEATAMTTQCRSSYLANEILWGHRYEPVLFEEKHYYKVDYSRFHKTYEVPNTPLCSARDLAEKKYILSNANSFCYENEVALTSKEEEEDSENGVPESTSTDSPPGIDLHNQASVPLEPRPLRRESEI
Active calls of the source: *; i = inactive; x = no result given.

Every second line gives: CHT inh	Kir21 inh
1	Cc1cccc(NC(=O)/C(=C\c2ccc([N+](=O)[O-])o2)NC(=O)c2ccc(Cl)cc2)c1
    i	x
2	O=C(O)c1ccc(/C=C2\CCCc3c2nc2ccccc2c3C(=O)O)cc1
    i	-0.05
3	CSc1ccccc1C(=O)NCc1ccc(F)cc1
    i	0.17
4	COc1ccc2[nH]c(C(=O)NCCN3CCOCC3)cc2c1
    i	0.32
5	Cn1c(C(=O)N[C@@H](C(=O)O)c2ccccc2)cc2cc(Cl)ccc21
    i	1.5
6	O=C(O)CN1C(=O)c2cccc(Oc3ccc(Cl)cc3)c2C1=O
    i	0.1
7	COc1ccccc1S(=O)(=O)Nc1cc(C)nn1-c1ccc(C)cc1
    i	0.92
8	N#Cc1c(SCC(=O)N2CCCCC2)nsc1SCC(=O)N1CCCCC1
    i	0.99
9	Cc1ccc(NC(=O)c2ccc(COc3ccc4c(c3)CCC4)cc2)c(C)c1
    i	-0.01
10	O=C(NCC(c1ccco1)N1CCOCC1)c1ccc(Cl)cc1 (stereo unspecified)
    i	-0.32
11	O=C(NNC(=O)C1CC1)c1cc2cc3ccccc3nc2s1
    i	0.48
12	Cc1ccsc1/C=N/NC(=O)c1nnn(-c2nonc2N)c1CN(C)c1ccccc1
    i	0.11
13	S=C1SCN(Cc2ccccc2)CN1Cc1ccccc1
    x	0.42
14	COCCn1cnnc1SCC(=O)Nc1cccc(S(=O)(=O)N2CCCCCC2)c1
    i	0.8
15	COc1ccc(CN(CCC#N)CCC2(c3ccccc3)CC(C)N(C)CC2C)cc1OC (stereo unspecified)
    i	-0.96
16	O=C(/C=C/c1ccco1)c1cccnc1
    i	1.3
17	CNC(=O)c1cc2cc(OC)ccc2n1CCN(Cc1ccccc1)Cc1ccccc1
    i	-0.32
18	CCCCCSc1nc2c(cnn2-c2ccccc2)c(=O)[nH]1
    i	x
19	Cc1ccccc1-n1ncc2c1CC(C)(C)CC2NC(=O)CCC(F)(F)F (stereo unspecified)
    i	0.55
20	Cc1ccc(-n2ncc(C(=O)N3CCN(C(=O)c4ccco4)CC3)c2C2CCN(C(=O)OC(C)(C)C)CC2)cc1C
    i	-0.72
21	O=C(NCCc1ccco1)C(=O)NCC1OCCCN1S(=O)(=O)c1ccc(F)cc1 (stereo unspecified)
    i	0.02
22	O=C(NCCCN1CCOCC1)c1cc(-c2cccs2)on1
    i	-0.04
23	CN(Cc1cn(C)nc1-c1cccc(Cl)c1)CC1CCCCO1 (stereo unspecified)
    i	-0.16
24	COc1ccc(C(=O)COC(=O)CCn2nnc(-c3cccs3)n2)cc1
    i	0.38
25	Cc1ccc(NC2CCCN(C(=O)c3ccoc3)C2)cc1C (stereo unspecified)
    i	0.75
26	CC(=O)NC(C(=O)N1CCC(c2nc3ccccc3s2)CC1)C(C)C (stereo unspecified)
    i	-1.5
27	COC(=O)c1nc(NC(=O)c2ccc(C(C)(C)C)cc2)n[nH]1
    x	-1.2
28	O=C(COc1ccccc1)NCC1(N2CCCCC2)CCCCC1
    i	-1.9
29	CCOC(=O)C(=O)Nc1sc(C(=O)N2CCOCC2)c(C)c1C#N
    i	0.01
30	O=C(Nc1ccc(F)c(F)c1)c1cccnc1
    i	0.73

2 records drawn at random from those above, as already listed:
Every second line gives: CHT inh	Kir21 inh
6	O=C(O)CN1C(=O)c2cccc(Oc3ccc(Cl)cc3)c2C1=O
    i	0.1
17	CNC(=O)c1cc2cc(OC)ccc2n1CCN(Cc1ccccc1)Cc1ccccc1
    i	-0.32

Next section.
Every second line gives: CHT inh	Kir21 inh
31	CC(Nc1ccc2c(c1)OCCO2)C(=O)N1CCc2ccccc21 (stereo unspecified)
    i	-0.76
32	Cc1cc(-c2ccc(N3CCOCC3)cc2)nc2ccccc12
    i	-0.1
33	CC(=O)N1CCN(C(=O)Cn2c(=O)oc3ccccc32)CC1
    i	1.2
34	Cc1ccc(C)c(OCCC(=O)OCC(=O)c2c(N)n(C)c(=O)n(C)c2=O)c1
    i	2.4
35	COc1cc(C)c(CNC2CCCCC2)cc1C
    i	-0.24
36	Cc1ccc(S(=O)(=O)NC(C)C(=O)NC(C)c2cccs2)cc1 (stereo unspecified)
    i	1.1
37	CCOC(=O)C1CCN(C(=O)c2ccc(N(C)S(C)(=O)=O)cc2)CC1
    i	1.8
38	CSc1nnnn1-c1cccc(O)c1
    i	-0.38
39	COc1ccc(C(=O)NCCC(=O)N2CCC3(CC2)NCCc2[nH]cnc23)cc1
    i	1.1
40	CCC(Cc1ccccc1)NC(=O)C1CC1 (stereo unspecified)
    i	1.3
41	CC1CCCCN1S(=O)(=O)c1ccc(S(=O)(=O)N(Cc2ccccc2)Cc2ccco2)cc1 (stereo unspecified)
    i	0.1
42	COc1cccc(C2C([N+](=O)[O-])=C(N)Oc3cc(C)oc(=O)c32)c1 (stereo unspecified)
    i	0.4
43	COC(=O)Cc1ccc(NC(=S)NCC(C)C)cc1
    i	-1.4
44	O=C(C1CCCN(S(=O)(=O)c2cccc3nsnc23)C1)N1CCN(c2ccccn2)CC1 (stereo unspecified)
    i	0.18
45	Cc1ccc2[nH]c(C)c(CCNC(=O)c3c(N)no[n+]3[O-])c2c1
    i	-1.9
46	NC1(N)OC(CN2C(=O)c3ccccc3C2=O)CS1 (stereo unspecified)
    i	2.1
47	O=C1NC(c2cn(-c3ccccc3)nc2-c2cccs2)C(C(=O)c2cccnc2)C(O)(C(F)(F)F)N1 (stereo unspecified)
    i	-1.5
48	COC(=O)[C@@]12CCCCN1[C@H](c1ccc(SC3CCCCC3)cc1)[C@@H]1C(=O)N(C)C(=O)[C@@H]12
    i	0.01
49	Cc1cc(NC(=O)c2ccccc2F)on1
    i	-1.3
50	COc1ccc(NC(=O)CCS(=O)(=O)c2ccc(Br)s2)cc1
    i	0
51	Nc1ccc(O)cc1C(=O)OCC(=O)C12CC3CC(CC(C3)C1)C2
    i	x
52	CC(=O)Nc1ccc(NC(=O)CSc2nnc(NC(=O)c3ccc(Br)o3)s2)cc1
    i	-0.12
53	COc1cccc(C(=O)Nc2cnc(NC(=O)c3ccco3)cc2C)c1
    i	0.97
54	Cc1ccccc1-n1c(-c2ccco2)n[nH]c1=S
    i	-0.21
55	O=S(=O)(Cc1c(F)cccc1Cl)c1ncn[nH]1
    i	-0.68
56	COc1ccc(OCCCn2ccnc2)cc1
    i	-0.11
57	Cc1cc(C(=O)N2CCN(c3ncccn3)CC2)nn1C
    i	-0.25
58	CC(=O)c1ccccc1NC(=O)COC(=O)/C=C/c1cccs1
    i	1.7
59	CCC(CC)C(=O)Nc1cc(C)cc(C)c1
    i	0.01
60	Cc1c(NS(=O)(=O)c2cc(C(=O)NCc3ccco3)cc(Cl)c2Cl)c(=O)n(-c2ccccc2)n1C
    i	-1.2
61	COc1ccc(OC(C)C(=O)NCC2CCCO2)cc1 (stereo unspecified)
    i	-0.88
62	O=C(CCCN1C(=O)/C(=C/c2ccccc2Cl)SC1=S)Nc1cccnc1
    i	-0.1
63	COc1ccc(Cc2nn[nH]n2)cc1
    i	-1.2
64	CCOC(=O)N1CCN(C(=O)C2CCN(C(=O)c3ccc(C(C)(C)C)cc3)CC2)CC1
    i	1.1
65	Cc1ccc([N+](=O)[O-])cc1S(=O)(=O)Nc1cccc(-c2ccc(N3CCCC3)nn2)c1
    i	0.26
66	CCS(=O)(=O)c1ccc(OC)c(N=Nc2ccc(O)c3ncccc23)c1
    i	1.1
67	Cc1cccc(CS(=O)(=O)Cc2ccc(C(=O)NCCCN3CCOCC3)o2)c1
    i	0.72
68	COc1ccc(NC(=S)N2CCN(c3ccccc3)CC2)c(OC)c1
    i	-0.04
69	CC(=O)N1CCOc2ccc(S(=O)(=O)NCCc3ccc(C)cc3)cc21
    i	1.6
70	COc1ccccc1N1CCN(CC(=O)Nc2sccc2C#N)CC1
    i	0.66
71	O=C(c1ccc(COc2ccccc2Cl)o1)N1CCN(c2ccccc2)CC1
    i	-0.49
72	Cc1csc(Nc2ccccc2)[n+]1-c1ccccc1
    i	0.36
73	C=CCn1cccc(C(=O)Nc2ccc(C)c(C)c2)c1=O
    i	0.56
74	Cc1ccc(NC(=O)Nc2cccc3ccccc23)cc1
    i	0.13
75	O=C(CN1C(=O)C2CCCCC2C1=O)Nc1ccccc1N1CCCC1 (stereo unspecified)
    i	1.6
76	O=C(Nc1ccccc1)/C(=C\c1ccc(F)cc1)NC(=O)c1ccco1
    i	-0.84
77	O=C(O)CSc1nnc(-c2ccccc2)c(-c2ccccc2)n1
    i	-1.1
78	Cc1nn2c(-c3cccc(NC(=O)CN4CCOCC4)c3)nnc2c2ccccc12
    i	0.68
79	COc1ccc(N(CC(=O)Nc2ccccc2C(=O)O)S(=O)(=O)c2ccc(C)c([N+](=O)[O-])c2)cc1
    i	1.3
80	O=C(NCCCN1CCN(c2ccc(F)cc2)CC1)Nc1ccc([N+](=O)[O-])cc1
    i	-0.39
81	COc1c(C)cc(C(=O)C2CCCN(S(=O)(=O)c3c(C)noc3C)C2)cc1C (stereo unspecified)
    i	-0.91
82	O=C(Nc1cccnc1)c1cc(Cl)ccc1Cl
    i	0.72
83	O=c1[nH]c(SCc2ccccc2Cl)nc2c1cnn2-c1ccccc1
    i	0.32
84	O=C(OCC(=O)N1CCCc2ccccc21)c1cc(S(=O)(=O)N2CCOCC2)ccc1Cl
    i	-0.73
85	Cn1c(=O)n(C)c2cc(NC(=O)COc3ccccc3)ccc21
    i	0.31
86	CCO[C@@H]1OC(C(=O)NCc2ccccc2)=C[C@H](C2CC2)[C@H]1CCCO
    i	0.32
87	Cn1cc(CN2CCCCC2c2ccccn2)c(-c2ccc3c(c2)OCCO3)n1 (stereo unspecified)
    i	1.8
88	O=C1CC(c2ccco2)CC(O)=C1C=Nc1cc(Cl)ccc1Cl (stereo unspecified)
    i	0.04
89	CC1=CS/C(=C(/C#N)C(=O)NCc2ccco2)N1c1ccccc1
    i	-1.1
90	Cc1ccc[n+](CC(=O)Nc2cc(C(F)(F)F)ccc2N2CCOCC2)c1
    -8*	-0.1

An excerpt from above in order of number of heavy atoms, lowest first:
Every second line gives: CHT inh	Kir21 inh
56	COc1ccc(OCCCn2ccnc2)cc1
    i	-0.11
75	O=C(CN1C(=O)C2CCCCC2C1=O)Nc1ccccc1N1CCCC1 (stereo unspecified)
    i	1.6
78	Cc1nn2c(-c3cccc(NC(=O)CN4CCOCC4)c3)nnc2c2ccccc12
    i	0.68

(list continues)
Every second line gives: CHT inh	Kir21 inh
91	CCCNS(=O)(=O)c1cc(Br)cc2c1N(C(=O)CC)CC2
    i	0.19
92	CCCc1cc(=O)oc2cc(OCC(=O)NCC(O)c3ccccc3)ccc12 (stereo unspecified)
    i	1.2
93	O=C(c1cccc(N2C(=O)C3C4C=CC(C4)C3C2=O)c1)N1CCN(c2ccc(F)cc2)CC1 (stereo unspecified)
    i	0.3
94	NNc1nc(-c2ccccc2Cl)nc2sc3c(c12)CCCC3
    i	-0.09
95	O=C(NCCN1CCOCC1)c1ccc(Cl)cc1[N+](=O)[O-]
    i	-0.15
96	O=C(Nc1nccs1)c1cccc(S(=O)(=O)N2CCCCC2)c1
    i	0.01
97	CCn1c(SCC(=O)Nc2nc(C)cs2)nnc1C(NC(=O)c1ccccc1Cl)C(C)C (stereo unspecified)
    i	-1.1
98	Cc1ccc(OC(=O)CCC(=O)OCCCC(F)(F)C(F)(F)F)cc1
    i	1.6
99	COc1ccccc1N(CC(=O)Nc1cccnc1)S(C)(=O)=O
    i	-0.68
100	CNc1nc(SCC(=O)Nc2ccc(Cl)c(Cl)c2)nc(N2CCOCC2)n1
    i	-0.05
101	CCN1C(=O)N[C@@H](c2cccs2)C(C(C)=O)=C1C
    i	1.3
102	CC1CN(C(=O)c2ccccc2NS(=O)(=O)c2cccc([N+](=O)[O-])c2)CC(C)O1 (stereo unspecified)
    i	0.91
103	O=C(O)C1C2C=CC(C2)C1C(=O)NCc1ccc(Cl)cc1Cl (stereo unspecified)
    i	0.43
104	FC(F)(F)c1ccc(Oc2ccc(Cl)cc2Br)nc1
    i	-0.08
105	CCOc1ccc(OCC)c(NC(=O)CN(c2ccc(OC)cc2)S(=O)(=O)c2c(C)noc2C)c1
    i	1.2
106	Cc1cc(C)cc(N/C(N)=N/c2nc(C)cc(C)n2)c1
    i	-0.62
107	Cc1nc2nc(SCC(=O)NCCCN3CCCCCC3)nn2c(C)c1Cc1ccccc1
    i	-0.41
108	N=C(N)N1CCc2ccccc2C1
    i	-0.7
109	N#CCCN(C(=O)COC(=O)CNC(=O)C12CC3CC(CC(C3)C1)C2)c1ccccc1
    i	0.02
110	CCOC(=O)C(Cc1c(F)cccc1F)(NC(C)=O)C(=O)OCC
    i	0.55
111	CCC1S/C(=N/N=C/c2cccs2)NC1=O (stereo unspecified)
    i	-2.8
112	Cc1cc(OCC(=O)NNC(=O)c2cccs2)ccc1Br
    i	0.82
113	COc1ccc(/C=C(\C#N)C(=O)NCC2CCCO2)cc1OC (stereo unspecified)
    i	1
114	CCOc1ccc(-c2[nH]ncc2-c2ccc(OC)c(OC)c2)c(O)c1
    i	x
115	CCOc1cc2c(cc1OCC)C(c1ccc(C(=O)O)cc1)NCC2 (stereo unspecified)
    i	0.86
116	O=C(CN1C(=O)c2ccccc2S1(=O)=O)c1ccc(Cl)cc1Cl
    i	-0.48
117	Cc1cccc(C)c1N1C(=O)[C@@H]2C(c3ccccc3Cl)=NO[C@@H]2C1=O
    i	-0.91
118	CCc1ccc(-c2nc(CCl)cs2)cc1
    i	0.13
119	CCOc1ccc(CCNC(=O)C2CC(=O)N(CCc3ccccc3)C2)cc1OCC (stereo unspecified)
    i	2
120	CCOC(=O)c1c(C)[nH]c(C)c1C(=O)CSc1nc(N)cc(N)n1
    i	1.1
121	CCOc1ccc(C(=O)NCC(=O)NCC2CCCCC2)cc1OCC
    i	2.2
122	O=C(CN(Cc1ccc(F)cc1)S(=O)(=O)c1ccc(S(=O)(=O)N2CCOCC2)cc1)Nc1ccccc1
    i	-0.17
123	Cc1ccc(NC(=O)COC(=O)CN2C(=O)COc3ccccc32)cc1
    -5*	-0.31
